Pf gamet viab = P. falciparum stage V gametocyte viability inhibition; P. falciparum stage V gametocytes, ATP luminescence, 24 h; inhibition, % at 10.9 µM; actives 0.065% (n = 150,000);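 active = inhibition above the mean plus 3 SD of compounds within the control limits, set per campaign, cut at about 38% in these data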;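 note: 0% = DMSO wells and 100% = medium only without gametocytes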
ABCB1 inh = blocks JC-1 efflux by human ABCB1 transporter; P08183; CCRF-Adr cells, flow cytometry; inhibition, % at 6.6 µM; actives 0.067% (n = 190,000); AID 1326; in the data active = inhibition above about 40%;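 note: 0% = vehicle and 100% = reference inhibitor; higher value means more JC-1 retained so stronger ABCB1 efflux block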
Target sequence (P08183 whole entry, looked up): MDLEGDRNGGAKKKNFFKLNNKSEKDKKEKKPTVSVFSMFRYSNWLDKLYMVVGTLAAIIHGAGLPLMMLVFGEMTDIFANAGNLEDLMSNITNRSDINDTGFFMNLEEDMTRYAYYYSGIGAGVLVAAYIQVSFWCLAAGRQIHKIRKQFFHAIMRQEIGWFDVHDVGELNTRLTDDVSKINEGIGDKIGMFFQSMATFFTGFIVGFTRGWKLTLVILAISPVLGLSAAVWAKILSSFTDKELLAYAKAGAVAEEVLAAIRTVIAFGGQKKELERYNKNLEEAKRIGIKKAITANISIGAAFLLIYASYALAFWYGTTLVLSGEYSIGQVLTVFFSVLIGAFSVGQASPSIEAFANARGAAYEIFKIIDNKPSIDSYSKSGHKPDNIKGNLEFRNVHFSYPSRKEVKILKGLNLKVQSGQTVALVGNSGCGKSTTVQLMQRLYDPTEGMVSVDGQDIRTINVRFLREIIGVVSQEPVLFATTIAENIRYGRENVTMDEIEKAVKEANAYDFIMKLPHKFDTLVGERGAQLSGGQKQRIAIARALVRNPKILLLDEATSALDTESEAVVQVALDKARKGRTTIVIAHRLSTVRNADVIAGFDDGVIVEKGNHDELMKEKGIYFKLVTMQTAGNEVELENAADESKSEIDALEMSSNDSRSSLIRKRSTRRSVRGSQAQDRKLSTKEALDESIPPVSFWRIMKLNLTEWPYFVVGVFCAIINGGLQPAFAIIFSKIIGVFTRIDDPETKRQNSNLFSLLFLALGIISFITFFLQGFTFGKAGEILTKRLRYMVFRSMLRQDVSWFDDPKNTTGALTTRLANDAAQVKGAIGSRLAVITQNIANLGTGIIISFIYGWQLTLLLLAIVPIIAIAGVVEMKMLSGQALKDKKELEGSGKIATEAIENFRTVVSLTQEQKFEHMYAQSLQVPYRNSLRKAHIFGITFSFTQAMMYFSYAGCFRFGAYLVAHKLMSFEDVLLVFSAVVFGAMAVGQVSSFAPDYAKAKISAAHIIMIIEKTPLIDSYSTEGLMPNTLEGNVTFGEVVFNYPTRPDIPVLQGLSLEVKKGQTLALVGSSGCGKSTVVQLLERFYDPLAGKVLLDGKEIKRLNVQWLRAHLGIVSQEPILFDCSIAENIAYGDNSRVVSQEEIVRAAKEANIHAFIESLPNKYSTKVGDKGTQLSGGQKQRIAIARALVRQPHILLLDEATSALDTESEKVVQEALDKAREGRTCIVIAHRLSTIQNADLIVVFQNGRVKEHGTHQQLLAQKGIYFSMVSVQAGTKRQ
Rab7 wt modul = modulators of GTP binding to dog Rab7 wildtype GTPase. GST-Rab7 beads, fluorescent GTP binding, flow cytometry; actives lie on both sides; untreated = 100%, excess cold GTP = 0%. GTP binding activity (percent of control), % at 10 µM. actives 0.055% (n = 190,000). AID 758;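 active = fluorescent GTP binding to Rab7 beads changed by at least 20 points from the 100% baseline, either direction, mostly lower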;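 note: median green fluorescence of bound Bodipy-FL-GTP per Rab7 bead population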
Avidin fluor = compound fluoresces at 488/530 nm on avidin beads. compound fluorescence 488/530 nm, flow cytometry; stronger effect = higher value. fluorescence (KMESF) at 10 µM. actives 0.38% (n = 220,000). AID 1775; in the data active = fluorescence above about 47; note: inactives centre near 10
GSH bead fluor = compound fluoresces at 488/530 nm on GSH beads; GSH beads flow cytometry, compound fluorescence 488/530 nm; stronger effect = higher value; fluorescence (KMESF) at 10 µM; actives 0.25% (n = 190,000); AID 1776; in the data active = fluorescence above about 89;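 note: glutathione beads carrying GST-tagged Bcl family fusion proteins plus one bare bead set; values are compound well signal with DMSO vehicle wells as background; inactives centre near 16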
HRas wt GTP bind = modulators of GTP binding to human HRas wildtype; AID 759; GST-Ras wt beads, Bodipy-FL-GTP binding, flow cytometry; actives lie on both sides; GTP binding activity, % at 10 µM; actives 0.14% (n = 190,000); P01112;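 active = GTP binding activity at least 20% away from the 100% baseline, either lowered as inhibitor or raised as activator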;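 note: 0% = unlabeled GTP competition control and 100% = no-compound control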
Cdc42 wt = changes GTP binding to wildtype human Cdc42. P60953. GST-Cdc42 beads, Bodipy-GTP binding, flow cytometry; actives lie on both sides. percent activity (GTP binding), % at 10 µM. actives 0.2% (n = 190,000). AID 761;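 active = percent activity GTP binding at least 20 points away from the 100% baseline, either down as inhibitor or up as activator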;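 note: median bead fluorescence of bound Bodipy-FL-GTP at 100 nM; 0% = excess unlabeled GTP control and 100% = no compound control; below 100% means less GTP binding so inhibitor and above means activator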
Rac1 wt modul = modulators of human Rac1 wildtype GTP binding; GST-Rac1 beads, fluorescent GTP binding, flow cytometry; actives lie on both sides; 0 = cold GTP competed, 100 = untreated; actives 0.27% (n = 190,000); GTP binding activity (% of control), % at 10 µM;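 active = GTP binding activity at least 20 points away from the 100% control level, either lower or higher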
ABCG2 inh = inhibitors of human ABCG2 transporter, ABCB1 counter-screen. AID 1325. inhibition, % at 6.6 µM. Q9UNQ0. actives 0.1% (n = 190,000). IgMXP3 cells, JC-1 efflux, flow cytometry;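 active = inhibition above 80%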;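 note: 0% = DMSO and 100% = nicardipine control wells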
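Measure – % inhibition of efflux relative to nicardipine and DMSO · Test system – ABCG2 IgMXP3 and barcoded ABCB1 CCRF-Adr cell mix · Control set – nicardipine as high control, DMSO as low control · Compound – one concentration, 6.6 µM final · Signal – flow cytometry of retained JC-1 fluorescence · Timing – 10 min exposure at 25 °C with rotation, no wash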
Rac1 mut GTP = alters GTP binding to activated mutant human Rac1 | GST-Rac1 activated beads, fluorescent GTP binding, flow cytometry; actives lie on both sides; 100% means binding = to untreated wells | percent activity (GTP binding), % at 10 µM | actives 0.11% (n = 190,000) | AID 764;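 active = GTP binding at least 20 percentage points away from the 100% baseline, in either direction, so actives lie on both sides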
Rab2A wt mod = changes GTP binding to wildtype dog Rab2A, up or down | GST-Rab2 wt beads, Bodipy-GTP binding, flow cytometry | GTP binding activity, % at 10 µM | actives 0.19% (n = 190,000) | P61105;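 active = GTP binding activity at least 20 points away from 100%, either lowered or raised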;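 note: 0% = beads with excess unlabeled GTP and 100% = no-compound control corrected for plate trend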
The depositor's hits bear a star; x = not tested or not shown.

molecule	Pf gamet viab	ABCB1 inh	Rab7 wt modul	Avidin fluor	GSH bead fluor	HRas wt GTP bind	Cdc42 wt	Rac1 wt modul	ABCG2 inh	Rac1 mut GTP	Rab2A wt mod
COc1ccc([N+](=O)[O-])cc1NC(=O)CCN1CCN(c2ccccc2OC)CC1	-6.9	4.5	97.0	8	18	99.0	102.0	105.0	13.6	101.0	99.0
CC1(C(=O)NCc2ccc(F)cc2)Oc2ccccc2NC1=O (stereo not given)	-27.2	0.5	103.0	9	13	97.0	96.0	100.0	1.5	97.0	98.0
COc1cccc(NC(=O)CSc2nncn2N)c1	x	1.2	99.0	7	24	97.0	100.0	100.0	9.8	97.0	97.0
Cc1cc(NC(=O)CSc2nnc(-c3ccncc3)n2N)ccc1Br	-10.0	-0.1	94.0	10	26	97.0	98.0	98.0	3.2	99.0	97.0
O=C(Nc1ccc(N2CCN(C(=O)c3ccc(Cl)cc3)CC2)cc1)c1ccc(Br)o1	x	0.6	105.0	8	12	102.0	106.0	108.0	2.6	99.0	102.0
CCn1c(SC)nnc1-c1nn(-c2ccccc2)ccc1=O	-12.4	0.4	95.0	13	14	98.0	102.0	105.0	1.0	100.0	101.0
CC(C)OC(=O)CC1C(=O)NCCN1C(=S)NC(=O)c1ccccc1Cl (stereo not given)	x	0.0	98.0	6	21	98.0	97.0	102.0	2.1	95.0	98.0
CCOc1ccc2c(c1)C(c1cccs1)=NNC(c1cccnc1)=N2	-11.1	0.9	107.0	10	11	99.0	102.0	101.0	3.0	96.0	102.0
CCCC(=O)N1CCN(c2ccc(NC(=O)C(C)(C)C)cc2Cl)CC1	-3.1	-0.1	96.0	3	12	96.0	97.0	99.0	-0.4	97.0	96.0
CCCC(=O)Nc1ccccc1-c1nnn(CC(=O)Nc2ccc(OC)cc2)n1	x	0.5	105.0	12	63	104.0	105.0	110.0	2.1	100.0	102.0
COc1cc(/C=C2/SC(=S)N(c3c(C)n(C)n(-c4ccccc4)c3=O)C2=O)ccc1O	23.4	-0.8	95.0	11	12	95.0	93.0	96.0	-4.5	92.0	96.0
Cc1c(C(=O)O)c(-c2ccccc2)nn1-c1ccccc1	16.3	-0.1	97.0	39	17	97.0	98.0	94.0	-0.3	94.0	97.0
CC(C)C(=O)NCCc1nc2ccccc2n1CCCOc1ccc(Cl)cc1	x	1.6	95.0	11	27	100.0	101.0	100.0	16.9	100.0	99.0
CC(=O)Oc1ccc(C2(C)CC(C)(C)NC(=S)N2C)c(OC(C)=O)c1 (stereo not given)	1.1	0.0	102.0	11	14	96.0	96.0	100.0	-0.5	96.0	96.0
CCSc1nnc(-c2sc3nnc(-c4ccccc4)c(-c4ccccc4)c3c2N)o1	x	0.5	97.0	8	19	96.0	98.0	96.0	2.0	96.0	95.0
CCOC(=O)c1[nH]c(C)c(C(=O)OCC(=O)N2CCCCC2C)c1C (stereo not given)	11.1	0.8	99.0	5	26	99.0	99.0	99.0	5.7	97.0	98.0
COc1cccc(Nc2nnc(SCc3nc4ccccc4s3)s2)c1	-16.3	-0.1	99.0	8	16	99.0	97.0	98.0	2.1	97.0	97.0
Cc1cccn2cc(CCNS(=O)(=O)c3ccc4c(c3)OCCO4)nc12	x	0.6	100.0	12	25	100.0	100.0	104.0	1.0	97.0	100.0
COc1ccc(-n2cnc3c(cnn3CCC#N)c2=N)cc1	-11.1	0.0	93.0	8	5	96.0	98.0	99.0	0.3	95.0	96.0
CCN(CC)C(=O)C1CCCN(c2ccc([N+](=O)[O-])cc2)C1 (stereo not given)	-8.3	1.1	104.0	10	20	101.0	99.0	106.0	5.4	94.0	99.0
CCc1ccc(C2CC(c3ccc(Cl)cc3)=NNC2=O)cc1 (stereo not given)	7.9	0.7	100.0	7	16	100.0	98.0	97.0	1.7	97.0	100.0
COc1cc(C(=O)NCCC(C)C)ccc1OCc1ccc(Cl)cc1Cl	-6.3	0.8	100.0	15	10	100.0	100.0	105.0	1.0	102.0	100.0
COC(=O)CS(=O)(=O)c1cc(Br)cc2c1N(C(C)=O)CC2	x	0.1	103.0	4	40	102.0	102.0	104.0	0.3	100.0	101.0
COc1ccc(C)c2sc(=NC(=O)c3ccccc3)n(C)c12	x	-2.2	99.0	7	20	98.0	99.0	100.0	-1.8	98.0	98.0
CCOc1cc2[nH]c(=O)n(CCC(=O)NCc3ccc(OC)cc3)c(=O)c2cc1OCC	2.2	0.6	102.0	18	10	103.0	105.0	108.0	2.8	100.0	101.0

Results in Cdc42 wt, for some of the entries so far:
SMILES	Cdc42 wt
COc1cccc(Nc2nnc(SCc3nc4ccccc4s3)s2)c1	97.0
Cc1cccn2cc(CCNS(=O)(=O)c3ccc4c(c3)OCCO4)nc12	100.0
COc1ccc(-n2cnc3c(cnn3CCC#N)c2=N)cc1	98.0
CCN(CC)C(=O)C1CCCN(c2ccc([N+](=O)[O-])cc2)C1 (stereo not given)	99.0

Other structures
molecule	Pf gamet viab	ABCB1 inh	Rab7 wt modul	Avidin fluor	GSH bead fluor	HRas wt GTP bind	Cdc42 wt	Rac1 wt modul	ABCG2 inh	Rac1 mut GTP	Rab2A wt mod
CCOc1ccc(S(=O)(=O)NCCSc2ccccc2)cc1	3.6	1.0	99.0	9	27	99.0	98.0	101.0	1.7	93.0	96.0
Cc1c(NC(=O)Nc2ccc(Cl)c(Cl)c2)c(=O)n(-c2ccccc2)n1C	-1.7	0.5	96.0	14	44	96.0	96.0	96.0	3.6	92.0	96.0
O=C(N/N=C/c1cccc(Br)c1)c1ccc(Cn2cc(Br)cn2)o1	-4.1	2.9	94.0	8	5	96.0	98.0	106.0	7.9	97.0	96.0
O=C1c2ccccc2NC(c2ccc(F)cc2)N1Cc1ccco1 (stereo not given)	x	-0.1	100.0	29	13	101.0	102.0	104.0	-0.5	100.0	99.0
C/C(=N\NC(=O)Cn1c(-c2ccccn2)nc2ccccc21)c1ccccc1	-39.2	3.2	100.0	10	11	102.0	98.0	99.0	4.9	100.0	102.0
C/C(NC(=O)c1ccccc1)=C1/C(=O)CC2C1C2(C)C (stereo not given)	23.5	0.2	96.0	20	11	99.0	102.0	101.0	3.1	96.0	96.0
COc1ccc(C2NC(=O)NC(c3ccccc3)=C2c2nc3ccccc3s2)cc1 (stereo not given)	x	0.5	98.0	10	5	101.0	101.0	105.0	1.0	101.0	97.0
COc1ccccc1N1CCN(C(=O)c2oc3ccc(Br)cc3c2C)CC1	-3.5	0.6	97.0	4	9	99.0	100.0	106.0	2.2	100.0	99.0
FC(F)(F)c1nc2ccccc2nc1N/N=C\c1ccccc1	-12.3	0.5	99.0	33	17	99.0	99.0	96.0	4.1	97.0	96.0
CCN(Cc1ccccc1)Cc1c(C)[nH]c2c(C)c(C)ccc2c1=O	8.0	0.0	101.0	39	25	102.0	102.0	105.0	2.0	100.0	100.0
CC12CCC(C(=O)Nc3ccc4c(c3)OCCO4)(OC1=O)C2(C)C (stereo not given)	3.0	0.5	103.0	38	11	100.0	99.0	102.0	3.8	98.0	102.0
CN(C(=O)Nc1ccc(Cl)cc1Cl)C1CCCC1	2.2	0.8	107.0	8	18	99.0	97.0	101.0	4.8	97.0	100.0
CCOCCCNC(=O)C(c1ccccc1)N(Cc1ccc2c(c1)OCO2)C(=O)c1ccccc1O (stereo not given)	x	0.0	106.0	8	14	98.0	97.0	98.0	-0.6	94.0	100.0
CN1C=CC=C/C1=C(\C#N)c1nc2ccccc2[nH]1	x	0.3	98.0	38	13	99.0	99.0	99.0	2.1	95.0	98.0
COC(=O)c1ccc(N2CCN(C)CC2)c(NC(=O)c2cccnc2)c1	-28.7	-0.4	106.0	8	19	98.0	97.0	101.0	-0.5	96.0	99.0
COCCN(C(=O)Cn1nnc2ccccc21)C(C(=O)NC1CCCC1)c1cccc(OC)c1OC (stereo not given)	x	3.0	101.0	10	24	99.0	102.0	107.0	18.7	100.0	100.0
O=C(NC(Cc1ccccc1)c1nc2ccccc2[nH]1)C1CC(=O)N(c2ccc3c(c2)OCCO3)C1 (stereo not given)	x	0.6	99.0	10	30	102.0	103.0	103.0	1.0	99.0	101.0
O=C(CN1CCCC1)N1c2ccccc2C=Cc2ccccc21	-20.8	0.3	91.0	8	12	97.0	92.0	97.0	-0.1	98.0	97.0
CN(CC(=O)Nc1ccc(S(N)(=O)=O)cc1)c1ccccc1	12.2	0.3	100.0	8	32	101.0	103.0	107.0	-0.3	102.0	101.0
